Compound activity: PubChem BioAssay, National Center for Advancing Translational Sciences (NCATS)
EPAC1 agonist – EPAC1 (human) agonism. O95398. EPAC1 agonist qHTS, biochemical assay; response scale: 100% = response to 6.5 mM cAMP. Potency, µM (doses to about 154 µM), for inactives: at the highest dose activation, hits mostly activators. 360,000 tested, 0.073% active. AID 720707; further: nearly all actives have a fitted effect of over 60% in size
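Nucleotide exchange by EPAC1 (100 nM) on Rap1B–BODIPY-GDP (250 nM) in the presence of 50 uM GDP is tracked fluorescently at 480/540 nm over 30 min. Signals are normalized to a 6.5 mM cAMP control.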
TDP43 rescue – inhibitors of TDP-43 toxicity in yeast; Potency, µM (titrated, usually from 46.1 µM), without a hit: at the top dose growth rescue (activation), usual class: activators; TDP-43 expressing yeast growth rescue, BacTiter-Glo, 24 h; AID 652104; 410,000 tested, 1.8% active; further: % of control where 0% means no effect; nearly all actives have a fitted effect of over 50% in size
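Galactose-induced TDP-43 yeast, OD600=0.02, compound pinned; 24 hr, 30 deg C; BacTiter-Glo luminescence for growth. Inhibitors of TDP-43 toxicity read as activators.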
EPAC2 antag – antagonists of human EPAC2 | Potency, µM (top dose mostly 114 µM), for the others: top-dose activity, negative = inhibition, usual class: inhibitors | EPAC2 GEF exchange of Rap1B-BODIPY-GDP, fluorescence | 360,000 tested, 0.18% active; further: on the % scale 0 is the no-effect control and ±100 the full control effect; nearly all actives have a fitted effect of over 45% in size; many of its hits are not listed in these tables
Target sequence (Q8WZA2 whole entry, looked up): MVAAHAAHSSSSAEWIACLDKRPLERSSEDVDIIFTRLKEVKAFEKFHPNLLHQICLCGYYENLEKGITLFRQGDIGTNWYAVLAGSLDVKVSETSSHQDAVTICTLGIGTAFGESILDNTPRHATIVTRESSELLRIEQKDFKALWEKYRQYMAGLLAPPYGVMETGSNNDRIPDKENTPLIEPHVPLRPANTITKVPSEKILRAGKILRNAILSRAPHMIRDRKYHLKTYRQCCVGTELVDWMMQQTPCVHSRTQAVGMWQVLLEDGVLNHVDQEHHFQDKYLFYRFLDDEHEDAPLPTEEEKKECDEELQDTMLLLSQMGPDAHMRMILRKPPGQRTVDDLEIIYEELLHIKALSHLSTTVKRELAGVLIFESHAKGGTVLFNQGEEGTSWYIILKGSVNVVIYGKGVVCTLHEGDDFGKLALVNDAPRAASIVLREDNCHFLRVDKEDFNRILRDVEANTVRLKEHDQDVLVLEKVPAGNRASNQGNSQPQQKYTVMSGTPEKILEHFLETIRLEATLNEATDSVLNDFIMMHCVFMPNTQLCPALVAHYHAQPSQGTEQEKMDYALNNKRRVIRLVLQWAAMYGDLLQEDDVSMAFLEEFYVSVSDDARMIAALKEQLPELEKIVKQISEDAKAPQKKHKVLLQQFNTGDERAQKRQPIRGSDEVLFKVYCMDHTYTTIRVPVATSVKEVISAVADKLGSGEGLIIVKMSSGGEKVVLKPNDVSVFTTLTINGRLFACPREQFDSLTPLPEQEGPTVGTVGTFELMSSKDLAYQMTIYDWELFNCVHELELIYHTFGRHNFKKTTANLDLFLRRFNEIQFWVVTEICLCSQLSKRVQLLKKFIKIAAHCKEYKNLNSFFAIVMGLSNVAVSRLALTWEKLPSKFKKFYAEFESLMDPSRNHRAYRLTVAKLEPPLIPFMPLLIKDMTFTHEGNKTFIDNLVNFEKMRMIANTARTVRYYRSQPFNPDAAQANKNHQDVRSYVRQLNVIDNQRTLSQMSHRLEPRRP
EPAC1 antagonist – EPAC1 (human) antagonism. O95398. EPAC1 GEF assay, Rap1b-BODIPY-GDP exchange fluorescence. Potency, µM (top dose mostly 115 µM), inactives show at the highest dose activity change, negative = inhibition, usual class: inhibitors. 360,000 tested, 0.14% active. AID 720709;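 further: plate controls were vehicle for no effect and positive control for full effect; nearly all actives have a fitted effect of over 50% in size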
EPAC2 ag – EPAC2 (human) agonism; EPAC2 activation, biochemical qHTS; response scale: 100% = 6.5 mM cAMP response; Q8WZA2; Potency, µM (top dose mostly 154 µM), for the others: top-dose activation, actives largely listed as activators; 360,000 tested, 0.079% active; further: nearly all actives have a fitted effect of over 50% in size
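Guanine nucleotide exchange by EPAC2 is measured as reduced fluorescence of BODIPY-GDP once it is released from 250 nM Rap1B. Plates are read kinetically for 30 min at room temperature; results are scaled to 6.5 mM cAMP.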
FUS suppressor – suppressors of FUS proteinopathy in yeast; AID 1347120; Potency, µM (series often up to 76.6 µM), for the others: at the highest dose growth rescue (activation), usual class: activators; 390,000 tested, 0.24% active; S. cerevisiae FUS-expressing, growth rescue, OD600, 24 h;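 further: plate controls were DMSO vehicle for no effect and reference control for full effect; nearly all actives have a fitted effect of over 55% in size; some results filed as inactive show a strong effect at the top dose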
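Yeast FUS proteinopathy model; galactose-induced FUS (2%), starting OD 0.005. Cpds in dilution series, 24hr, 30C, 99% humidity. Abs 600 nm growth. Pos ctrl CP55940 (top 92uM final); neg ctrl DMSO.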
PTHR1 agonist – activates the human parathyroid hormone receptor PTHR1 | HEK293 GP2 PTHR1 cells, GloSensor cAMP luminescence, 1 h | Potency, µM (doses to about 115 µM), for inactives: at the top dose activation, usual class: activators | 410,000 tested, 0.075% active | AID 743266; further: nearly all actives have a fitted effect of over 55% in size; some results filed as inactive show a strong effect at the top dose; inactives centre near -15; many of its hits are not listed in these tables
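HEK-293-derived GP2 cells expressing PTHR1 and a GloSensor cAMP reporter, 3,000/well, plated overnight, given luciferin plus IBMX (each 0.5 mM as added) for 1 h at 37 °C, then compound for 1 h at 37 °C. Luminescence was read after 15 min at room temperature.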
aSyn rescue – inhibitors of alpha-synuclein toxicity in yeast; 370,000 tested, 0.14% active; AID 652106; Potency, µM (doses to about 46.1 µM), for the others: at the highest dose growth rescue (activation), most hits filed as activators; Yeast expressing alpha-synuclein, growth rescue, BacTiter-Glo, 24 h; further: % of control where 0% means no effect; nearly all actives have a fitted effect of over 65% in size
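Readout is rescue of growth in alpha-synuclein-expressing yeast, so inhibitors of toxicity appear as activators. Growth after 24 hr at 30 deg C in galactose medium is quantified by luminescence.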
An asterisk follows results filed as active; i = inactive; ? = inconclusive; nt = not tested or not shown; [ ] = remark or other dose. The call rests on the fitted dose curve; in most records, active means well fitted curve in the direction sought with a large enough effect; inconclusive means small, poorly fitted or top-dose-only effect, or another doubt; inactive means no such curve, though single readings can be large; an effect the other way counts as inactive or inconclusive. Potency means the concentration at half of the fitted maximal effect. The list is partial; count on the stated rates, not on these rows.

SMILES	EPAC1 agonist	TDP43 rescue	EPAC2 antag	EPAC1 antagonist	EPAC2 ag	FUS suppressor	PTHR1 agonist	aSyn rescue
COC(=O)C(C)Sc1nnc(Cc2cc(=O)[nH]c(=O)[nH]2)n1-c1ccc(OC)cc1 (configuration not stated)	-34.1%[inhibitor]	18.9%	2.8%	0.9%	-4.1%	-16.2%	-19.1%	-0.2%
CCOc1ccccc1Nc1nc(-c2sc(NC(=O)c3ccco3)nc2C)cs1	-2.0%	9.0%	-2.8%	-0.2%	6.2%	29.4%	-9.3%	-9.6%
COCCNC(=O)c1c(N)n(-c2cccc(C)c2)c2nc3ccccc3nc12	-11.6%	25.6%	2.0%	-9.0%	-13.0%	-2.5%	i	14.1%
COc1cc(/C=N/NC(=O)C(=O)/C=C2\NC(C)(C)Cc3ccccc32)ccc1O	3.0%	13.3%	-13.4%	-20.5%	-1.3%	46.9%	-23.1%	-0.1%
CC(=O)c1cccc(NC(=O)Nc2ccccc2)c1	5.0%	-5.6%	-4.1%	-26.1%	2.1%	11.3%	-21.5%	-5.1%
O=C1NC(c2ccco2)Nc2ccccc21 (configuration not stated)	1.0%	5.9%	1.7%	2.7%	-6.2%	-0.5%	-5.8%[57.5 µM]	-1.4%
COc1cccc(CC2(CO)CCN(Cc3cn(C)nc3C)CC2)c1	-9.6%	0.0%[0.397 µM]	3.8%	-3.3%	-6.8%	12.1%	-1.5%	-2.3%
COc1ccccc1N(C)S(=O)(=O)c1ccc(C(=O)NCC2CCCCC2)cc1	1.5%	2.5%	-11.3%	-21.1%	2.9%	?	-32.8%[inhibitor]	17.4%
CCOc1cccc(SCc2noc(C(=O)NC(C)C)c2C(=O)O)c1	-6.3%	1.7%	-14.8%	5.7%	5.2%	-13.4%	13.9%	-15.2%
CCc1ccc(N2CC(C(=O)N/N=C/c3cccc([N+](=O)[O-])c3)CC2=O)cc1 (configuration not stated)	4.6%	-3.9%	1.7%	1.3%	5.8%	-4.2%	-7.9%[57.5 µM]	16.1%
Cc1cccc(N2CC(C(=O)OCC(=O)c3ccc(OC(=O)c4cccs4)cc3)CC2=O)c1C (configuration not stated)	10.0%	?	-0.1%	2.2%	1.1%	nt	-25.9%	6.8%
Nc1nonc1-n1nnc(C(=O)N/N=C/C2CCCCC2)c1-c1ccccc1	-11.1%	-7.2%	12.0%	-7.1%	-6.1%	-12.4%	i	0.8%
Cc1cnc(NC(=O)c2ccc3c(c2)OCCO3)s1	2.6%	7.5%	5.7%	-13.7%	7.7%	9.9%	-37.7%	2.6%[1.84 µM]
O=C(/C=C/c1ccc(S(=O)(=O)NCc2ccco2)cc1)N1CCN(c2ccccc2)CC1	-5.0%	-14.0%[9.22 µM]	-8.7%	3.7%	6.9%	11.7%	-35.3%[inhibitor]	-1.7%
Cc1cccc(Cc2nnc(NC(=O)c3cccc(S(=O)(=O)N4CCOCC4)c3)s2)c1	-4.5%	6.1%	1.7%	6.1%	-7.2%	20.2%	-18.5%[57.5 µM]	0.5%
CCOc1ccccc1OCCCC(=O)Nc1cccc(-n2cnnn2)c1C	-7.3%	5.9%	-2.2%	18.5%	-6.8%	-9.9%	-13.9%	-2.9%
CCOP(=O)(OCC)C(NC(=O)NS(=O)(=O)c1ccc(C)cc1)c1ccccc1 (configuration not stated)	4.1%	-9.7%	10.8%	-4.6%	23.2%	20.2%	-30.1%[inhibitor]	-1.0%
Cn1nnnc1SCCNCc1ccccc1OCc1ccccc1	-4.6%	-13.1%	0.5%	-15.5%	3.2%	-7.4%	-24.9%	0.5%
CCCN1C(=O)/C(=C/c2nc3ccccc3c(=O)[nH]2)c2cc(C)ccc21	9.3%	-11.3%	-4.5%	1.9%	-6.0%	-3.9%	i	-6.9%
CC1(C(=O)Nc2cccc3c2CCCC3)CCN1C(=O)CCc1ccc(Cl)cc1Cl (configuration not stated)	10.6%	28.0%	0.5%	9.4%	7.6%	27.1%	-31.0%[inhibitor]	?
CCOC(=O)/C(=N/Nc1ccccc1)N1CCCc2ccccc21	15.1%	-2.3%	-15.4%	-16.8%	18.5%	nt	i	0.4%
Cc1c(NC(=O)CSc2ncccn2)c(=O)n(-c2ccccc2)n1C	2.3%	-7.2%	-3.2%	-4.9%	3.5%	-5.6%	-17.3%	-10.5%
Cc1cc(C)cc(Oc2ccc(S(=O)(=O)N3CCN(C)CC3)cn2)c1	2.5%	7.5%	12.9%	10.4%	-2.2%	1.9%	-25.5%	8.6%
Cc1cc(S(=O)(=O)N(Cc2cccs2)Cc2ccccc2F)ccc1-n1cnnn1	6.1%	24.7%	-6.9%	-8.5%	2.5%	nt	i	0.1%
C=C(C)CNC(=S)N/N=C/c1ccc(N2CCOCC2)cc1	-9.8%	-3.0%[0.397 µM]	6.3%	-5.4%	-11.2%	5.9%	-27.0%	-0.2%

Next section, overlapping the part above by 5 compounds.
SMILES	EPAC1 agonist	TDP43 rescue	EPAC2 antag	EPAC1 antagonist	EPAC2 ag	FUS suppressor	PTHR1 agonist	aSyn rescue
CCOC(=O)/C(=N/Nc1ccccc1)N1CCCc2ccccc21	15.1%	-2.3%	-15.4%	-16.8%	18.5%	nt	i	0.4%
Cc1c(NC(=O)CSc2ncccn2)c(=O)n(-c2ccccc2)n1C	2.3%	-7.2%	-3.2%	-4.9%	3.5%	-5.6%	-17.3%	-10.5%
Cc1cc(C)cc(Oc2ccc(S(=O)(=O)N3CCN(C)CC3)cn2)c1	2.5%	7.5%	12.9%	10.4%	-2.2%	1.9%	-25.5%	8.6%
Cc1cc(S(=O)(=O)N(Cc2cccs2)Cc2ccccc2F)ccc1-n1cnnn1	6.1%	24.7%	-6.9%	-8.5%	2.5%	nt	i	0.1%
C=C(C)CNC(=S)N/N=C/c1ccc(N2CCOCC2)cc1	-9.8%	-3.0%[0.397 µM]	6.3%	-5.4%	-11.2%	5.9%	-27.0%	-0.2%
Cc1cnc(C(=O)OCC(=O)N2CCN(S(=O)(=O)c3ccc(Cl)cc3)CC2)cn1	2.3%	-25.5%	-6.2%	10.9%	-7.4%	?	-11.7%	0.9%
CC(NC(=O)c1cccc(S(=O)(=O)N2CCN(Cc3ccccc3)CC2)c1)c1ccc(Cl)cc1 (configuration not stated)	16.7%	-2.9%	-1.5%	3.7%	9.2%	8.7%	i	-0.1%
CCCCCNS(=O)(=O)c1cc(C)ccc1OC	-10.3%	-4.1%	-0.8%	-0.7%	-12.8%	nt	-2.2%	16.4%
CCN(CC(=O)Nc1cc(Cl)ccc1C)C(=O)C1CCN(c2ncnc3sc(C)c(C)c23)CC1	-2.7%	?	22.9%	25.6%	9.8%	?	-91.6%[inhibitor]	9.6%
O=C(c1ccccc1F)c1cc2c(cc1[N+](=O)[O-])OCCO2	9.1%	10.6%	-16.5%	0.3%	6.9%	7.1%	i	3.0%
Cc1cc(=O)c(C(=O)Nc2ccc(N3CCOCC3)cc2N2CCOCC2)nn1-c1ccccc1Cl	10.4%	0.0%	7.8%	-1.0%	1.3%	20.8%	-1.0%	-3.9%
Cc1nnc(SCC(=O)N(C)C2CCCCC2)s1	-0.3%	-13.7%	1.2%	-17.5%	4.1%	-13.6%	-48.5%[inhibitor]	-3.2%
Cc1ccc(CN(C)C(=O)c2cc(COc3ccc(F)cc3Cl)on2)o1	1.8%	?	-14.5%	-17.3%	4.2%	23.0%	-9.4%	0.5%
COc1cc(C=O)ccc1OCC(=O)Nc1ccc2c(c1)OCO2	3.0%	7.4%	2.7%	15.6%	9.4%	14.2%	i	-0.7%
O=c1oc2ccccc2cc1-c1ccccc1	7.0%	-2.3%	3.8%[57.1 µM]	?	15.4%	-28.6%	-10.2%	0.9%
O=C(NCCN1CCOCC1)c1cc(Sc2ccc(F)cc2F)nc2ccccc12	4.8%	-22.2%	-2.4%	-0.7%	4.3%	14.1%	i	-7.2%
O=C(Nc1cccc(NC(=O)c2cccs2)c1)c1ccc(Br)o1	8.1%	12.9%	-6.5%	?	22.0%	8.7%	i	-16.0%
CCOC(=O)N1CCN(C(=O)c2ccc3c(=O)n(Cc4ccc(OC)cc4)c(=S)[nH]c3c2)CC1	5.7%	2.8%	-10.3%	-15.8%	-1.8%	?	i	5.8%
CCOC(=O)c1ccc(NCCc2ccc(OC)c(OC)c2)c(N)c1	-1.9%	6.2%	-1.9%	-9.5%	8.1%	17.2%	-13.6%	8.5%
O=C(NCc1ccco1)C1CC(c2ccccc2C(F)(F)F)=NO1 (configuration not stated)	-11.8%	4.8%	7.7%	-5.8%	-2.7%	-6.3%	i	-2.3%
CC(C)(C)NC(=O)C(c1ccc(-c2ccccc2)cc1)N(C[C@H]1CC[C@@H]([C@@H]2CC[C@H](CO)O2)O1)C(=O)c1ccc(-c2ccccc2)cc1 (some centres not stated)	-7.1%	17.9%	-13.3%	-14.3%	3.5%	?	i	23.8%
COc1ccc2c(c1)OC[C@H]1[C@H]2N2C(=O)c3ccc(C)cc3NC(=O)[C@@]2(C)[C@H]1c1ccccc1	-10.9%	0.5%	3.2%	2.0%	6.8%	?	-17.1%	-1.3%
Nc1nc(=S)[nH]c2c1C1(CCCCC1)Cc1ccccc1-2	-11.4%	1.1%	-8.2%	?	-0.1%	nt	-28.8%	-6.0%
C=CCn1c(SCC(=O)Nc2nc3ccccc3s2)nc(O)c(CC)c1=O	3.3%	-12.4%	-4.6%	-3.8%	8.6%	23.5%	-2.3%	0.7%
CCN(C(=O)CSc1nc(-c2ccccc2)c(-c2ccccc2)[nH]1)C1CCS(=O)(=O)C1 (configuration not stated)	6.8%	-1.8%	13.4%	7.0%	5.7%	19.0%	-10.7%[57.5 µM]	8.2%
COc1ccccc1N(C(=O)c1ccncc1)c1nc(-c2ccc([N+](=O)[O-])cc2)cs1	8.5%	?	15.0%	5.6%	13.6%	35.8%	-30.2%[inhibitor]	?
COc1ccc(/C=N/NC(=O)Cc2n[nH]c(=O)[nH]c2=O)cc1	6.1%	3.5%	-1.8%	-4.0%	3.1%	-8.1%	i	-6.4%
CN(c1ccc(F)cc1)S(=O)(=O)c1ccc2[nH]cc(C(=O)O)c(=O)c2c1	2.9%	18.8%	11.2%	-6.7%	1.9%	3.5%	i	-0.3%
CCC1(C)Cc2c(c(=O)n(-c3ccccc3)c3ncnc(N)c23)CO1 (configuration not stated)	-5.3%	0.6%	-1.1%	-1.7%	7.3%	-4.9%	-10.3%[57.5 µM]	-0.9%
